High-throughput results from PubChem BioAssay.
miR-122 sensor = blocks miR-122 activity in Huh7 sensor cells. AID 602342. 0.3% of 340,000 active. activation (reporter increase), % at 12.5 µM. Huh7 miR-122 Renilla luciferase sensor, 48 h; neutral wells = 0, positive control = 100;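 active = mean replicate activation score at least 90 and every replicate individually at or above 90; inconclusive = only one of the two criteria met; inactive = neither criterion met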;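 also: higher luciferase means less miR-122 activity so hits act as miR-122 inhibitors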
FN deposition inh = fibronectin deposition inhibition; AH1F fibroblasts, Alexa488-fibronectin deposition fluorescence, overnight; inhibition, % at 12.6 µM; 0.086% of 350,000 active;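 active = mean inhibition across replicates of 30% or more, regardless of how many single replicates reach that level; inconclusive = mean under 30% yet at least half of replicates reach 30%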;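 also: positive control wells lacked labelled fibronectin entirely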
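Material – AH1F fibroblast monolayer, labelled fibronectin deposition · Reagent – labelled fibronectin 24 nM · Timing – 1 h adhesion, overnight exposure · Measured by – fluorescence at 485 nm excitation, 525 nm emission · Read-out – inhibition of fibronectin deposition signal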
PglD DTNB = PglD (C. jejuni) enzyme inhibition; purified PglD enzyme, DTNB colorimetric CoA detection; inhibition, % at 12.5 µM; 0.098% of 360,000 active; AID 602405; in the data active = inhibition above about 16%, passing the limit was not always enough; inconclusive = no clear call, values can overlap the other calls; also: strong numbers were not always called active
Cneo AK release = causes C. neoformans cell lysis; adenylate kinase release luminescence, 4 h; normalised: neutral wells 0, clomiphene wells 100; lysis activity, % at 15 µM; 0.2% of 360,000 active; AID 651654;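 active = mean lysis activity across replicates of at least 80%, whatever share of replicates individually reach that level; inactive = mean lysis activity below 80%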
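Test system: log-phase Cryptococcus neoformans yeast cells. Input: 5 × 10^6 yeast cells/mL. Medium: fresh YPD growth medium. Doses: single dose. Incubation: static 4 h at 37 °C with compound, 1 h detection. Measured by: luminescent adenylate kinase detection reagent. Read-out: signal increase indicating cell lysis. Benchmarks: Clomiphene.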
INS-1E GSIS act = GLuc luminescence reporter in INS-1E cells, primary screen for activators of glucose-dependent secretion of insulin. INS-1E GLuc reporter insulin secretion, 2-3 h. activation, % at 16.6 µM. 0.61% of 370,000 active. AID 743287;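 active = lowest replicate activation of at least 40%, so every replicate reaches that level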;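 also: 0% = median of neutral control wells and 100% = median of IBMX positive control wells; some compounds called inactive have numbers as strong as hits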
C2C12 statin = protects C2C12 myotubes from simvastatin toxicity; AID 602340; rescue of ATP level, % at 7.49 µM; 0.78% of 330,000 active; ATP luminescence, 48 h; scaled: DMSO 0, geranylgeraniol control 100;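 active = mean ATP rescue above about 67%, or every replicate alone reaching that limit, limit read from the data, passing the limit was not always enough; inconclusive = no clear call, values can overlap the other calls; inactive = mean under the limit and some replicate under it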;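 also: myotubes were challenged with 10 µM simvastatin during compound exposure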
F508del corr = correctors of CFTR F508del function in bronchial epithelial cells. activity (quench increase), % at 7.58 µM. CFBE cells, YFP halide quenching; stimulated with forskolin plus potentiator P3; % fluorescence drop versus neutral controls. AID 720511. 0.36% of 350,000 active;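 active = mean added fluorescence quench of at least 8% versus neutral control, with both replicates also reaching 8%; inconclusive = only one of the mean or replicate conditions met; inactive = mean below 8% and not both replicates reaching 8%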;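 also: cells transiently co-express mutant CFTR-F508del with the halide-sensitive YFP; corrector assay measuring rescue of mutant channel to the surface after 24 h compound exposure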
PGC1a acetyl inh = lowers PGC1a acetylation signal in U2OS cells; inhibition, % at 15.6 µM; AlphaScreen anti-acetyl-lysine; with virally co-expressed GCN5 acetyltransferase; 0.17% of 350,000 active;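 active = every replicate shows inhibition of at least 40%; inconclusive = mean inhibition at least 40% but some replicate below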;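 also: 0% = neutral control wells and 100% = positive control wells; some results beyond the cut were filed as inactive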
Active calls of the source: *; u = inconclusive; x = no result given; [ ] = dose if it differs, or a comment. Rows are unselected; overall some 2.1% were active at least once.

SMILES	miR-122 sensor	FN deposition inh	PglD DTNB	Cneo AK release	INS-1E GSIS act	C2C12 statin	F508del corr	PGC1a acetyl inh
COCCNC(=O)C[C@H]1C[C@@H]2c3cc(NC(=O)Nc4ccc(C(F)(F)F)cc4)ccc3O[C@@H]2[C@H](CO)O1	9[16.7 µM]	x	-1	-5	0	0	-1.1	3
COc1cc(-c2nnc(-c3ccc(N4CCOCC4)cc3)o2)cc(OC)c1OC	-3	3	-6	-1	x	-7	x	10
COc1ccccc1NC(=O)CSc1nnc(COc2ccc(Cl)cc2)o1	-6	12	-1	-4	-12	-9	-0.2	9
COc1ccc(S(=O)(=O)N2CCOC2CNC(=O)C(=O)NCc2ccco2)cc1C (stereo not given)	-15	4	-8	5	15	11	0.3	-3
Cc1cccc(C(=O)Nc2ccc(NC(=O)c3ccccc3)cc2)c1	1	3	0	-2	-13	-19	-0.7	27
C=CCc1ccc(OCCn2nnc3ccccc32)c(OC)c1	3	2	2	0	-31	-11	-1.8	-11
CC(=O)c1ccc(NC(=O)C(C)Nc2ccc(Cl)cc2)cc1 (stereo not given)	-1	x	5	5	4	6	-0.4	-9
CC(CNC(=O)COC(=O)c1cccs1)c1ccccc1 (stereo not given)	4	2	1	-2	5	5	0.4	-8
COC(=O)/N=C/c1c(NCc2ccccc2)nc2c(C)cccn2c1=O	6	6	3	2	2	1	x	-9
O=C(Nc1ccc(Br)cc1)/C(=C/c1cccc([N+](=O)[O-])c1)NC(=O)C1CCCCC1	38	1	-2	0	x	-33	x	-7
NC(=O)C1CCCN(C(=O)CCc2nnc(C3(c4ccc(Cl)cc4)CCC3)o2)C1 (stereo not given)	3	3	3	1	-3	x	-0.2	0
Cc1c(NCc2cc(Cl)ccc2O)c(=O)n(-c2ccccc2)n1C	6	x	0	0	-25	6	x	6
COc1ccc(NC(=O)N(C)C[C@@H]2Oc3ccc(NS(=O)(=O)c4ccc(F)cc4)cc3C(=O)N([C@@H](C)CO)C[C@@H]2C)cc1	1[16.7 µM]	-6	0	1	3	-16	-0.6	-18
O=C(Nc1ccc2c(c1)OCCO2)c1cccc(S(=O)(=O)N2CCOCC2)c1	21	2	3	0	x	1	x	x
Cc1ccc(NC(=O)O/N=C/c2cccc([N+](=O)[O-])c2)cc1	2	2	0	2	-11	5	-0.8	1
O=[N+]([O-])c1cc(Cl)ccc1N1CCN(c2cccc(C(F)(F)F)c2)CC1	-3	4	-4	1	-24	x	x	-7
CCOc1cc(NC(=S)NCc2ccccc2)c(OCC)cc1NC(=O)C(C)C	3	-5	2	5	x	-8	2.0	-4
Cc1ccc(-c2nc(CS(=O)CC(=O)NC3CCCC3)c(C)o2)cc1 (stereo not given)	7	-1	0	0	-13	8	-1.6	-3
O=C(CN1C(=O)NC2(CCCC2)C1=O)NNC(=O)c1ccc(Cl)cc1	-5	-8	-3	0	-10	2	-1.1	x
COc1ccc(C(=O)/C=C/C(=O)N(Cc2ccccc2)C(C(=O)NC2CCCCC2)c2ccncc2)c(O)c1 (stereo not given)	-5	-3	2	2	-22	x	3.1	-5
O=C(CSc1nc2ccccc2s1)Nc1ncccn1	1	x	1	2	x	x	x	6
CC(NC(=O)c1cc(-c2ccc(Br)cc2)on1)c1ccccc1 (stereo not given)	-3	x	-2	0	x	3	x	16
Cc1c(NS(=O)(=O)c2ccc(Br)cc2)c(=O)n(-c2ccccc2)n1C	-6	-2	5	-1	2	14	1.0	x
C[C@@H]1CN([C@H](C)CO)C(=O)c2cc(NC(=O)Cc3cn(C)c4ccccc34)ccc2O[C@@H]1CN(C)Cc1ccc(C(F)(F)F)cc1	-12[16.7 µM]	x	-2	2	-15	58	1.8	-1
O=C(N/C(=C/c1ccc(Cl)cc1)c1nc2ccccc2[nH]1)c1ccco1	67	13	1	-1	-8	x	x	-2
O=c1cc(-c2ccccc2)cc(-c2ccccc2)n1O	10	13	-1	-2	9	4	2.7	x
CO[C@@H]1CN(C)C(=O)c2ccc(NS(C)(=O)=O)cc2OC[C@H](C)N(C(=O)C2CC2)C[C@H]1C	x	-5	4	5	-3	1	-0.9	-9
COCc1c(C(=O)NCCOc2ccc(Cl)cc2)oc2ccccc12	x	x	0	4	-38	-2	-0.3	-1
COc1ccc(Cc2nc(C(=O)Nc3ccc(OC)cc3)cs2)cc1	-17	-4	-1	-2	x	122*	x	-8
Cc1ccc(NS(=O)(=O)c2cc3c4c(c2)CC(=O)N4CCC3)cc1C	u	7	1	4	-5	9	4.0	1
COc1ccc(NC(=O)N(C)C[C@H]2Oc3ccc(NC(=O)Nc4ccc(C(F)(F)F)cc4)cc3C(=O)N([C@@H](C)CO)C[C@@H]2C)cc1	-4[16.7 µM]	x	2	-2	3	24	-1.2	-9
COc1ccc(S(=O)(=O)N(C)C[C@@H]2Oc3c(NS(=O)(=O)c4cn(C)cn4)cccc3C(=O)N([C@H](C)CO)C[C@@H]2C)cc1	30[16.7 µM]	x	0	-4	23	-21	-0.7	4
CC(C)(C)C(=O)Nc1ccc(NC(=O)c2ccco2)nc1	-3	5	-3	-11	23	-1	0.8	8
COC(=O)C(Cc1ccccc1)NC(=O)CNS(=O)(=O)c1ccc(Br)cc1 (stereo not given)	-5	5	-4	1	4	6	-2.7	-1
CCOc1ccc(CN2CCN(Cc3ccon3)CC2CCO)cc1 (stereo not given)	-5	-10	5	0	0	13	1.5	-3
C[C@@H]1CN([C@H](C)CO)C(=O)c2cc(C#CCC3CCCC3)cnc2O[C@H]1CN(C)Cc1ccccn1	x	2	x	x	-8	x	-3.0	-17
C[C@@H]1CN([C@@H](C)CO)C(=O)c2cc(NC(=O)Nc3cccc4ccccc34)ccc2O[C@@H](C)CCCCO[C@H]1CN(C)C	-5[16.7 µM]	x	-1	6	24	7	-0.5	-4
CC1(C)OC(=O)N(CCc2ccccc2)C1(C)O (stereo not given)	3	-9	-1	0	x	3	x	16
CC(C)NC(=O)N(C)C[C@@H]1Oc2ncc(C#CC3CC3)cc2C(=O)N([C@@H](C)CO)C[C@@H]1C	6[16.7 µM]	-5	0	3	23	18	-0.6	-3
Cc1ccccc1C=Nc1ccccc1C(N)=O	9	x	1	-3	46	-6	x	-8
Cc1cc(S(=O)(=O)N2CCCCC2)c(C)s1	10	-5	10	5	6	3	3.0	-1
CC(C)(C)N1CC(C(=O)Nc2ccc(C#N)cc2)CC1=O (stereo not given)	-6	-3	-128	0	11	-5	-0.7	2
Cc1ccc(OCC(=O)N(Cc2ccco2)c2c(N)n(Cc3ccccc3)c(=O)[nH]c2=O)cc1C	-9	-1	3	0	-18	-7	1.3	8
Cc1ccc(NC(=O)CSc2ccc3c(c2)OCCO3)nc1	-1	-10	3	0	16	-8	-1.2	x
O=C(C[C@H]1CC[C@@H]2[C@H](COC[C@@H](O)CN2C(=O)Nc2ccc(F)cc2)O1)NCC1CC1	0[16.7 µM]	-3	2	1	-7	-13	-0.8	-3
C[C@@H]1CCCCO[C@H](CN(C)S(=O)(=O)c2ccc(F)cc2)[C@@H](C)CN([C@@H](C)CO)C(=O)c2cc(NC(=O)CCCN(C)C)ccc2O1	-1[16.7 µM]	0	0	-13	6	x	-0.5	4
C[C@H](CO)N1C[C@H](C)[C@@H](CN(C)Cc2ccc3c(c2)OCO3)OCCCC[C@H](C)Oc2ccc(NS(=O)(=O)c3ccccc3)cc2C1=O	-1[16.7 µM]	-9	-6	-4	-8	x	1.1	-8
CC(C)C(=O)Nc1ccc2c(c1)C(=O)N(C)[C@H]1CC[C@@H](CC(=O)NCc3ccc(F)cc3)O[C@@H]1CO2	6[16.7 µM]	1	17	-14	6	4	-0.9	-1
COc1cc(Cl)c(C)cc1NC(=O)COc1ccc(C)nc1[N+](=O)[O-]	1	0	-4	0	-12	-17	1.7	1
CC(C)NC(=O)N[C@@H]1CC[C@H](CC(=O)NCCCN(C)C)O[C@@H]1CO	-16[16.7 µM]	8	1	-5	3	-7	2.2	7
COc1ccc(C(=O)C2CCCN(Cc3ccc4nonc4c3)C2)c(OC)c1 (stereo not given)	-4	-9	-5	-3	-23	1	0.4	5
Cc1ccccc1C(=O)N1CCN(c2ncccn2)CC1	-6	-1	5	3	-6	9	1.3	1
COc1ccccc1/C=C/C(=O)Nc1ccc(S(=O)(=O)Nc2cc(C)nc(C)n2)cc1	36	1	8	-1	4	-34	-0.8	x
COc1cc(Cl)c(C)cc1NC(=O)CN(C)C1CCS(=O)(=O)C1 (stereo not given)	1	9	-1	-1	-12	7	3.2	7
O=C(NCSc1ccncn1)c1ccccc1	-2	6	-2	-2	3	-9	x	6
CCCSc1nnc(NC(=O)CSc2sc3c(O)cc(=O)[nH]c3c2C#N)s1	6	-5	2	-1	9	-23	0.5	x
COc1cc(NC(=O)CSc2nnc(-c3ccncc3)o2)cc(OC)c1OC	1	3	0	-3	3	x	-2.5	-7
Clc1ccc(-c2ccc(CNCC3CCCO3)o2)cc1 (stereo not given)	-4	3	-3	7	8	5	-0.7	-1
COc1ccc(Cc2nnc(NS(=O)(=O)c3ccc([N+](=O)[O-])cc3)s2)cc1	-4	0	0	1	7	-28	-0.3	10
Brc1cc(Br)cc(CN2CCSCC2)c1	2	-13	-3	-1	-8	x	2.5	1

Of the compounds above, these contain two or more sulfur atoms.
SMILES	miR-122 sensor	FN deposition inh	PglD DTNB	Cneo AK release	INS-1E GSIS act	C2C12 statin	F508del corr	PGC1a acetyl inh
O=C(CSc1nc2ccccc2s1)Nc1ncccn1	1	x	1	2	x	x	x	6
COc1ccc(S(=O)(=O)N(C)C[C@@H]2Oc3c(NS(=O)(=O)c4cn(C)cn4)cccc3C(=O)N([C@H](C)CO)C[C@@H]2C)cc1	30[16.7 µM]	x	0	-4	23	-21	-0.7	4
Cc1cc(S(=O)(=O)N2CCCCC2)c(C)s1	10	-5	10	5	6	3	3.0	-1
CCCSc1nnc(NC(=O)CSc2sc3c(O)cc(=O)[nH]c3c2C#N)s1	6	-5	2	-1	9	-23	0.5	x
COc1ccc(Cc2nnc(NS(=O)(=O)c3ccc([N+](=O)[O-])cc3)s2)cc1	-4	0	0	1	7	-28	-0.3	10

More structures:
SMILES	miR-122 sensor	FN deposition inh	PglD DTNB	Cneo AK release	INS-1E GSIS act	C2C12 statin	F508del corr	PGC1a acetyl inh
Cc1nc(-c2cc(-c3nc(-c4ccc(C(F)(F)F)cc4)no3)no2)cs1	x	0	0	2	-1	-4	x	6
O=C(NC1CCCCC1)C(c1ccccn1)N(C(=O)c1csnn1)c1ccccc1F (stereo not given)	-3	-2	5	1	37	-2	-1.5	7
O=C(O)/C=C/C(=O)N1CCN(c2cccc(Cl)c2)CC1	1	2	5	-1	2	-1	0.4	x
CO[C@@H]1CN(C)C(=O)c2cc(NC(=O)C3CCCC3)ccc2OC[C@@H](C)NC[C@@H]1C	-4[16.7 µM]	2	-1	0	12	-5	-1.4	x
COc1cccc(OC)c1C(=O)Nc1ccc2c(c1)N(S(=O)(=O)c1cccs1)CCC2	9	-7	-12	-1	-5	36	0.4	x
CCn1c(=O)cc(NC2=NCC(C)CN2c2cccc(Cl)c2)n(C)c1=O (stereo not given)	7	8	3	5	x	x	x	x
O=C1NC(=O)C(c2ccccc2[N+](=O)[O-])=C1Nc1ccc(O)c(Cl)c1	-4	-4	0	-1	x	0	-1.6	-6
